GlmU inhibition – inhibition of mycobacterial GlmU enzyme – biochemical, glucosamine-1-phosphate acetyltransferase (AID 1376). M. tuberculosis GlmU acetyltransferase enzyme assay; higher % means a stronger effect. hit rate 0.25% among 220,000. inhibition, %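 (tested at 30 µM in the primary screen)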; hits with a dose series show IC50 in µM; in the data active = inhibition above about 13%;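 note: 0% = complete reaction with vehicle and 100% = reaction without substrate; strong numbers were not always called active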
Mtb RmlCD inh – M. tuberculosis RmlC/RmlD inhibition | P9WH09+P9WH11 | RmlC+RmlD coupled enzyme assay, percent inhibition; primary screen in compound mixtures | hit rate 0.03% among 160,000 | inhibition, % at 3.6 µM; in the data active = inhibition mostly above about 34%, no sharp cut-off; note: some results filed as inactive read as strong as hits
Target sequence (P9WH09 whole entry, looked up): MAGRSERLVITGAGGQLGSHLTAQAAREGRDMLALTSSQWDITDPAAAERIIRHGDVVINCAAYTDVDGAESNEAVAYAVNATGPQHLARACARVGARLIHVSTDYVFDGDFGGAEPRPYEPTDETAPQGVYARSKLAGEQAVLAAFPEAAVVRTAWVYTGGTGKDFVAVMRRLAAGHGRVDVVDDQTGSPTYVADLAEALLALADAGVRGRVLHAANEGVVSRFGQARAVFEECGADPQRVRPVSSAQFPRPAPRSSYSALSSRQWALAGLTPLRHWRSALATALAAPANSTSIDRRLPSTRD
Target sequence (P9WH11 whole entry, looked up): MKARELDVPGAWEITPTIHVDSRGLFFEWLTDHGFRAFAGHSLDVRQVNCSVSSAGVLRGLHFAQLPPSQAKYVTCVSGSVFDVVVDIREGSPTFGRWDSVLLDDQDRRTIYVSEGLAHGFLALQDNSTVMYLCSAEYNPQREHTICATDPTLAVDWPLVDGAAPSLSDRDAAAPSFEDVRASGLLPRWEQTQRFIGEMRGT
* = called active by the depositor; . = no result given. These rows are one share of the data. The share of hits here may be higher or lower than overall.

A first look (6 entries):
canonical_smiles | GlmU inhibition | Mtb RmlCD inh
CC1(C)CC(=O)C2=C(C1)c1c(ccc3ccccc13)NC2c1cc([N+](=O)[O-])cc([N+](=O)[O-])c1O (stereo unspecified) | 8.2% | -6.1
Cc1nc(SCc2ccccc2)nc2c1CCC2 | 4.1% | 3.9
CCOC(=O)c1c(NC(=O)c2ccc(-n3cnnn3)cc2)sc2c1CCCC2 | 3.5% | -1.2
CC(C)(C)S(=O)(=O)c1cnc(N2CCCCC2)nc1N | 2.6% | 1.4
CCCCC(=O)Nc1ccc(NC(=S)NC(=O)c2cccs2)cc1OC | -4.7% | 4.2
Cc1[nH]c2ccccc2c1SCCN | -10.4% | .

The listing (from the top)
canonical_smiles | GlmU inhibition | Mtb RmlCD inh
CC1(C)CC(=O)C2=C(C1)c1c(ccc3ccccc13)NC2c1cc([N+](=O)[O-])cc([N+](=O)[O-])c1O (stereo unspecified) | 8.2% | -6.1
Cc1nc(SCc2ccccc2)nc2c1CCC2 | 4.1% | 3.9
CCOC(=O)c1c(NC(=O)c2ccc(-n3cnnn3)cc2)sc2c1CCCC2 | 3.5% | -1.2
CC(C)(C)S(=O)(=O)c1cnc(N2CCCCC2)nc1N | 2.6% | 1.4
CCCCC(=O)Nc1ccc(NC(=S)NC(=O)c2cccs2)cc1OC | -4.7% | 4.2
Cc1[nH]c2ccccc2c1SCCN | -10.4% | .
NNC(=S)Nc1ccc(S(=O)(=O)N2CCCCC2)cc1 | 2.6% | -5.1
Cc1ccc(C(=O)c2ccccc2C(=O)OCC(=O)NCCc2ccccc2)cc1 | -4.5% | 0.6
O=C(NCC1CCCO1)c1cc(NS(=O)(=O)c2cccs2)cc(NS(=O)(=O)c2cccs2)c1 (stereo unspecified) | 1.9% | -11.0
O=C1NC2(CCCCCC2)C(=O)N1Cc1ccc([N+](=O)[O-])cc1 | 1.7% | 19.3
COc1cc(/C=N\NC(=O)c2nonc2N)c(OC)cc1Br | 7.5% | 6.8
COc1ccccc1NC(=S)NC1CCC(CC2CCC(NC(=S)Nc3ccccc3OC)CC2)CC1 (stereo unspecified) | -0.7% | 10.2
O=[N+]([O-])c1ccc2[nH]c3c(c2c1)CCCC3 | -1.8% | -11.3
COc1cc(C2NC(=S)NC(C)=C2C(=O)Nc2ccc(C)cc2)ccc1O (stereo unspecified) | 3.7% | -7.0
CCC(CC)NC(=O)Nc1ccc(C)cc1 | 5.2% | 3.0
CCCn1c(=O)c(C#N)cn(C2CC2)c1=O | 7.8% | -8.4
NC(=S)N/N=C/c1cc([N+](=O)[O-])ccc1OCCOc1ccccc1 | -0.7% | .
CC1CCCCC1n1c(=S)[nH]c2ccccc2c1=O (stereo unspecified) | 5.6% | 14.8
CN1CCN(c2ccc(CNS(=O)(=O)c3ccc(Cl)cc3)cc2)CC1 | -5.9% | .
Cc1nnc(SCC(=O)N(C(C)C)C(C)C)[nH]c1=O | -6.3% | 8.4
CCN(CC)CCNC(=O)/C(=C/c1cn(C)c2ccccc12)NC(=O)c1ccc(OC)c(OC)c1 | 3.0% | -13.1
Clc1ccc(C2[C@H]3CN(CC4CCCCC4)[C@H](c4ccccc4)C34CC2(c2ccccc2)C4)cn1 (stereo partly specified) | -0.2% | .
C=CCc1cccc(/C=C/c2cc(=O)c3ccccc3[nH]2)c1O | 2.8% | 10.2
CCOC(=O)c1cc(-c2ccc(Cl)s2)nc2c1c(C)nn2C | 9.7% | 10.6

The list goes on, overlapping the part above by 3 compounds.
canonical_smiles | GlmU inhibition | Mtb RmlCD inh
Clc1ccc(C2[C@H]3CN(CC4CCCCC4)[C@H](c4ccccc4)C34CC2(c2ccccc2)C4)cn1 (stereo partly specified) | -0.2% | .
C=CCc1cccc(/C=C/c2cc(=O)c3ccccc3[nH]2)c1O | 2.8% | 10.2
CCOC(=O)c1cc(-c2ccc(Cl)s2)nc2c1c(C)nn2C | 9.7% | 10.6
CCn1c(Cc2ccccc2)nnc1SCC(=O)Nc1ccc(C)cc1 | 3.6% | .
CCCN1C(=O)SC(CC(=O)Nc2ccc(Br)cc2)C1=O (stereo unspecified) | 0.7% | -6.2
O=C(O)c1ccccc1C(=O)Nc1ccc(Oc2ccccc2)cc1 | 0.7% | -0.8
O=C(NC(=S)Nc1cccc2ncccc12)c1ccccc1 | -0.9% | -10.6
CN1C(=O)NC(NC(=O)c2ccncc2)(C(F)(F)F)C1=O (stereo unspecified) | -9.1% | .
Cn1cccc1CC(=O)N/N=C\c1cccs1 | . | 7.3
O=C(O)c1cc(-c2ccc(/C=N/N3C(=O)C4C5C=CC(C6CC56)C4C3=O)o2)ccc1Cl (stereo unspecified) | 1.7% | .
COCCN(Cc1cc2cc3c(cc2nc1Cl)OCO3)C(=O)Nc1ccccc1OC | 1.5% | 25.6
Cc1ccc(C)c(-n2nnnc2SCC(=O)NCCC2=CCCCC2)c1 | 2.8% | 5.4
C/C(N)=C(/C#N)C(=O)CSc1nnc(-c2ccccc2Br)o1 | -6.2% | -8.1
COc1cccc(NC(=O)Nc2ccncc2)c1 | -4.8% | -1.0
CCOC(=O)N/N=C/c1c(C)c(C(=O)c2ccc(F)cc2)n2ccccc12 | 2.7% | 1.2
CCCc1nc(NCc2ccncc2)c2nnn(Cc3ccccc3F)c2n1 | -0.4% | -5.7
CC(C)CCn1cnc2c(NCc3ccccc3)ncnc21 | 4.8% | -7.0
O=C(CN1CCC(n2nnc3cc(F)ccc32)CC1)NC1CC1 | 9.8% | 12.3
Cc1nn(C)cc1CNC(=O)c1ccc(Br)o1 | 1.1% | .
COc1cc(SC)ccc1C(=O)OCC(=O)NC1CC1 | -3.6% | 63.0
C#CCSc1nc2[nH]ncc2c(=O)[nH]1 | 1.9% | 6.8
Cc1cc(S(=O)(=O)n2cnc3ccccc32)c(C)cc1Cl | 0.5% | 13.2
CCCCNc1nnc(SCC(=O)N2CCN(S(=O)(=O)c3ccc4ccccc4c3)CC2)s1 | -4.6% | 29.8
COc1ccc(Cn2ccnc2)cc1[N+](=O)[O-] | 1.1% | -7.6
Cn1c(-c2ccccc2)c(/C=N/NC(=O)c2ccc(O)cc2)c2ccccc21 | 1.7% | 78.0
CCOc1cc(C(=O)Nn2cnnc2)cc(OCC)c1OCC | 0.3% | 1.6
Cc1c(C(=O)N2CCc3ccccc32)oc2c1C(=O)CC(C)(C)C2 | -1.2% | 6.0
CN(C)/C=N/c1nc2nccc(-c3cccc(Cl)c3)n2n1 | 1.1% | 3.1
Cc1noc(C)c1S(=O)(=O)N1CCCC(C(=O)NCC2CCCO2)C1 (stereo unspecified) | 0.9% | .
CCOC(=O)N1CCN(C(=O)CCCCn2c(=S)[nH]c3ccsc3c2=O)CC1 | -11.8% | 5.4
COc1cc(C(=O)N2CCC(C(=O)Nc3cccc(C(C)=O)c3)CC2)cc(OC)c1OC | 8.2% | 7.1
Cc1nc(NC(=O)c2ccccc2)sc1Cc1ccc2c(c1)OCO2 | -5.3% | 5.9
O=C(NC1CCCCCC1)C(Cc1ccccc1)n1cccc1 (stereo unspecified) | -4.3% | 2.0
CC(C)Cn1c(SCC(=O)c2ccc(Cl)s2)nnc1-c1ccco1 | -5.2% | .
COc1ccc(-c2nn(-c3ccccc3)cc2N)cc1 | 2.7% | 2.5
Cc1ccc[n+](CC(=O)/C=C2\N(C)c3ccccc3C2(C)C)c1 | 0.2% | .
O=C(O)CNS(=O)(=O)c1ccc(C2CCCCC2)cc1 | 1.2% | -10.9
CCCCC(=O)NC(=S)NNC(=O)c1ccc(OC)cc1 | 2.6% | .
CCCSc1nc(O)c(C2OC(=O)c3c2ccc(OC)c3OC)c(=O)n1-c1ccccc1 (stereo unspecified) | -2.2% | -6.0

Continuation:
Screens in order: GlmU inhibition	Mtb RmlCD inh
CCOC(=O)c1ccc(NC(=O)Cn2nnc(-c3ccc(F)cc3)n2)cc1
    1.9%	.
CCN(CC)CC(=O)N1N=C(c2cccs2)CC1c1ccco1 (stereo unspecified)
    -3.5%	.
Cc1nc(C)n(CC(O)COc2ccc(C(=O)c3ccccc3)cc2)n1 (stereo unspecified)
    6.2%	.
Cc1c(NC(=O)C(C)OC(=O)Cc2ccccc2)c(=O)n(-c2ccccc2)n1C (stereo unspecified)
    2.6%	-4.3
CCc1ccc(/C=N/NC(=O)C(=O)NCCCN2CCOCC2)cc1
    6.3%	7.2
Cc1csc(OCC(=O)Nc2ccc(C)c(C)c2)n1
    -0.3%	.
Cc1ccccc1OCC(=O)OCC(=O)c1ccc(-c2ccccc2)cc1
    0.7%	1.5
CN(C(=O)c1ccccc1)c1ccc(OCC(=O)NC2CCS(=O)(=O)C2)cc1 (stereo unspecified)
    -0.5%	8.0
Cc1ccc(NC(=O)C2CC(=O)N/C(=N/N=C/c3ccco3)S2)cc1C (stereo unspecified)
    -0.5%	20.8
Cc1ccccc1C(=O)NC(=S)NCC1CCCO1 (stereo unspecified)
    1.6%	-5.0
COc1ccccc1OCCC(=O)OCC(=O)Nc1ncc(Cl)cc1Cl
    1.8%	6.2
CC(OC(=O)CCc1nc2ccccc2c(=O)[nH]1)C(=O)Nc1ccc2c(c1)OCO2 (stereo unspecified)
    3.5%	-4.8
O=C(Nc1nnc(SCC(=O)N2CCCc3ccccc32)s1)c1ccccc1
    0.8%	4.7
CCCC(=O)NC(NC1CCS(=O)(=O)C1)C(Cl)(Cl)Cl (stereo unspecified)
    -5.0%	4.2
C=CCn1c(COc2ccc(F)cc2)nnc1SCC(=O)c1c[nH]c2c(CC)cccc12
    -4.0%	-3.9
Cc1ccc(C2=NN(CC(=O)NCc3cccs3)C(=O)CC2)cc1
    -4.4%	-2.3
Cc1cc(=O)[nH]c(SCc2cccc(Br)c2)n1
    1.8%	-7.4
Cc1sc2nc(SCC(=O)NCc3ccco3)n(Cc3ccccc3)c(=O)c2c1C
    2.5%	4.0
COc1ccc(N2CC(C(=O)Nc3ccccc3C(=O)NCc3ccco3)CC2=O)cc1 (stereo unspecified)
    0.1%	9.7
COc1ccc(-c2csc(NCCc3nc4cc(Cl)c(Cl)cc4n3CCCO)n2)cc1
    -6.8%	.
Cc1cc(Nc2ccc(Cl)cc2)nc(N2CCOCC2)n1
    1.9%	-9.4
c1csc(Cc2nn3c(-c4n[nH]c5c4CCC5)nnc3s2)c1
    -1.7%	.
N#CCSc1nc2cc(C(=O)N3CCCC3)ccc2c(=O)n1Cc1ccccc1
    5.0%	.
CCn1c(C)cc(O)cc1=O
    -0.8%	-27.3
Cc1ccccc1Nc1nc(N)nc(COC(=O)c2cccc(S(=O)(=O)N(C)c3ccccc3)c2)n1
    4.5%	9.6
CCCCCCC(=O)N1CCC(c2nc3c(nnn3Cc3ccccc3Cl)c(=O)[nH]2)CC1
    -0.3%	6.2
CSc1ccc(C(=O)C2CCCN(C(=O)c3ccc(C)nc3)C2)cc1 (stereo unspecified)
    1.0%	4.0
COc1cc([N+](=O)[O-])c2ncsc2c1
    -4.4%	4.9
COc1ccc(/C=C(\NC(=O)c2cccs2)C(=O)Nc2ccc(C)cc2)cc1OC
    -3.8%	-7.6
COC(=O)c1cc2sccc2n1CC(=O)Nc1cccc(SC)c1
    0.6%	7.2
CN[C@@H]1C[C@@H](c2ccc(Cl)c(Cl)c2)c2ccccc21
    -10.7%	10.8
CN1CCN(c2ccccc2NC(=O)c2cccc([N+](=O)[O-])c2)CC1
    -8.2%	.
Cc1cc(N2CCC(C)CC2)n2nc(C)c(-c3ccccc3)c2n1
    6.2%	.
COC(=O)c1ccc(N2CCN(S(=O)(=O)c3ccc4ccccc4c3)CC2)c([N+](=O)[O-])c1
    -4.7%	11.5
CC(C)(C)c1ccc(NC(=O)c2c(F)cccc2Cl)cc1
    3.6%	12.5
Cc1cc(C)c2oc(-c3cccc(NC(=O)c4ccc(F)cc4)c3)nc2c1
    0.2%	-3.5
O=C(/C(=C/c1cccnc1)n1ccnc1)c1ccc(Cl)cc1Cl
    -3.1%	-5.5
C=CC[N+]1(C)C2CCC1CC(O)C2 (stereo unspecified)
    -3.1%	5.6
CC1=C(C#N)c2nc(N)c(C#N)c(C)c2/C1=C\c1ccc(-c2ccccc2C(=O)O)o1
    70.3µM*	-17.5
CCN(CC)c1ccc(CNc2nc3ccccc3n2C)cc1
    -3.8%	8.0
CCOC(=O)c1ccc(NC(=S)NNC(=O)C2(C)CC2(Cl)Cl)cc1 (stereo unspecified)
    -1.4%	2.9
CC1=C(C(=O)OCc2ccccc2)C(c2cccs2)N2C(=O)CCSC2=N1 (stereo unspecified)
    -0.6%	0.4
CCCCC(=O)N(c1ccc(OCC)cc1)C1C=CS(=O)(=O)C1 (stereo unspecified)
    -2.1%	.
CCNc1ccc(C(=O)OCC)cc1NC(=O)c1cccc(N(C)C)c1
    1.3%	.
CCSc1nnc(NC(=O)c2cccc(S(=O)(=O)N(C)c3ccc(C)cc3)c2)s1
    -7.4%	-3.9
CSc1nnc(Cc2ccc3c(c2)OCO3)o1
    1.6%	.
CC(=O)Oc1ccc2c(c1)C(=O)c1ccccc1CO2
    -0.6%	.
CC1CC(=O)NN=C1c1ccc(N)c([N+](=O)[O-])c1 (stereo unspecified)
    -1.1%	5.5
Cc1cccc(NC(=S)NC(C)CCc2ccccc2)c1 (stereo unspecified)
    -6.9%	5.4
Cc1cccc(-c2noc(CN(C(=O)c3ccc4c(c3)OCO4)C(C)C)n2)c1
    -1.1%	44.1
O=S(=O)(NN=C1CCCCCCC1)c1ccc(Br)cc1
    -0.2%	.
CC1(c2nnc(Cc3ccccc3)o2)CC(c2c(Cl)cccc2Cl)=NO1 (stereo unspecified)
    -0.6%	.
CCOC(=O)c1c(C)[nH]c(C(=O)C(C)OC(=O)c2cccc(OCc3c(C)noc3C)c2)c1C (stereo unspecified)
    2.4%	6.0

Compound activity deposited in PubChem by several laboratories.
